TcdB GH inh: blocks C. difficile toxin B glycohydrolase activity; TcdB glycohydrolase enzymatic assay, plate reader; inhibition, % at 9.99 µM; 350,000 tested, 0.24% active; in the data active = inhibition above about 10%
Target sequence (P18177 whole entry, looked up): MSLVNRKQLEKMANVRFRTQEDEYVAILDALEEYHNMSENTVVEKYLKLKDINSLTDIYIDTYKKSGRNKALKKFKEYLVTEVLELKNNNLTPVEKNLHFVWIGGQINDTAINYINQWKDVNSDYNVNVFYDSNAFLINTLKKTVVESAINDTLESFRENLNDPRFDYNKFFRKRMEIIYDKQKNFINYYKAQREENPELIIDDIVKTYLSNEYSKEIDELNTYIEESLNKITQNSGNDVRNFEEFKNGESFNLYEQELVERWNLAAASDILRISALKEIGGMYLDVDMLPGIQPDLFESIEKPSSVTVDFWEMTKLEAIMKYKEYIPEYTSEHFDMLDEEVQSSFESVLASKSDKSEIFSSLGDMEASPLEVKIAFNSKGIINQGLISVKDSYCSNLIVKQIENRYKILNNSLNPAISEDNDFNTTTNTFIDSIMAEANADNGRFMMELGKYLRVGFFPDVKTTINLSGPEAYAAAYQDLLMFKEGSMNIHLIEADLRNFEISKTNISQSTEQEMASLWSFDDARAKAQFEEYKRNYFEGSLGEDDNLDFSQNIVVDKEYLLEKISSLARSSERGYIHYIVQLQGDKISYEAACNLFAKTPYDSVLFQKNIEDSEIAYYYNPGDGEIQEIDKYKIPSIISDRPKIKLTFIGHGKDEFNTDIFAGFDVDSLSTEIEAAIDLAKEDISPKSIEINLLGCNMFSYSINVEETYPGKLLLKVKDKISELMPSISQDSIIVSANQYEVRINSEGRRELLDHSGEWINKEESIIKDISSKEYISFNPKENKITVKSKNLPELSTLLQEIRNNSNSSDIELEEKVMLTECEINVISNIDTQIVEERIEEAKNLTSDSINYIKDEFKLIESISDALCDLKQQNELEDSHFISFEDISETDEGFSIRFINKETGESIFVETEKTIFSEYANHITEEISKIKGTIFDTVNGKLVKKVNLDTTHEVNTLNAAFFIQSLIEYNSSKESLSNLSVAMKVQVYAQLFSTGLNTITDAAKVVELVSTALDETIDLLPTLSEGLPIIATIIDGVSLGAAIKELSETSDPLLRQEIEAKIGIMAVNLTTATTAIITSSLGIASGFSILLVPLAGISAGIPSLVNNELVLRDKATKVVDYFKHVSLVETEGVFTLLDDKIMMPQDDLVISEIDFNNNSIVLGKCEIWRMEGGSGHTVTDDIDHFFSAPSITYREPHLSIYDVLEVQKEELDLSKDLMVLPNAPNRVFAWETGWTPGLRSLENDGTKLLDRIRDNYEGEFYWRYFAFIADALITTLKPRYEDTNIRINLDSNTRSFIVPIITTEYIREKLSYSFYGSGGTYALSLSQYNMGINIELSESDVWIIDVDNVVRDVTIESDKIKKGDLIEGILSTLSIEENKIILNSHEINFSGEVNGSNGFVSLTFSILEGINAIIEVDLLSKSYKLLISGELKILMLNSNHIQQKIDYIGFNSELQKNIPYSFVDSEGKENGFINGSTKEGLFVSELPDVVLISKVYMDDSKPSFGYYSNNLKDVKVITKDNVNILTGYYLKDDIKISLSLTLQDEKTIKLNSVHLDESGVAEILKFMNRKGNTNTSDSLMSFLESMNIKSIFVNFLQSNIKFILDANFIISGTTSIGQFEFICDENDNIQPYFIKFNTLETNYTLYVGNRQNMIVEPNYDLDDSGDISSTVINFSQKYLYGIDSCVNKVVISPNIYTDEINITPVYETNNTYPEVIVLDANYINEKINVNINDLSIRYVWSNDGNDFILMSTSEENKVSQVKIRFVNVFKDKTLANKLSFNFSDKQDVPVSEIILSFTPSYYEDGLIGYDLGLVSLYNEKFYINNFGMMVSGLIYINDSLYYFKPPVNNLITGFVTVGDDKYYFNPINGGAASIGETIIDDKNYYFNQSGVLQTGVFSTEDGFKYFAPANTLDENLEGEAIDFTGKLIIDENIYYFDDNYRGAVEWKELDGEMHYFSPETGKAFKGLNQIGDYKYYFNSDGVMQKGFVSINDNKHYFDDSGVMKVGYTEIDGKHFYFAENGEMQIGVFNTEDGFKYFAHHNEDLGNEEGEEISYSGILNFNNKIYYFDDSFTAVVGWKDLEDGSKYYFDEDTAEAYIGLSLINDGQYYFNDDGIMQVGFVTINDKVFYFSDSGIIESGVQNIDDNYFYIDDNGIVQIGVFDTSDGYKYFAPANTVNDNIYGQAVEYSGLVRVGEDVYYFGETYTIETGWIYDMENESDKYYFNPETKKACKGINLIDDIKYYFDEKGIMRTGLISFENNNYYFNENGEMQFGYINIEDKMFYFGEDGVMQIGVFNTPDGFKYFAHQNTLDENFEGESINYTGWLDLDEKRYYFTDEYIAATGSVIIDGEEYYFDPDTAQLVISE
Starred values were filed as active, the others as inactive. A portion of the library; rates above refer to the full screens.

smiles	TcdB GH inh
CC(C)NC(=O)Nc1ccc2c(c1)C(=O)N([C@H](C)CO)C[C@H](C)[C@H](CN(C)Cc1ccncc1)OCCCC[C@@H](C)O2	-4.5
OC[C@@H]1[C@H](c2ccc(-c3ccc(F)cc3)cc2)[C@H]2CN(Cc3ccccn3)CCCCN12	-0.4
COc1ccc(CN(C)C[C@H]2Oc3c(NC(=O)c4nc5ccccc5s4)cccc3C(=O)N([C@@H](C)CO)C[C@@H]2C)cc1	-0.8
COc1ccc(-c2ccc([C@@H]3[C@@H](CO)N(C(=O)C4CCCC4)[C@H]3C#N)cc2)cc1	-0.2
Cc1ccc(S(=O)(=O)N(C)C[C@@H]2Oc3ccc(NS(=O)(=O)c4c(C)noc4C)cc3C(=O)N([C@H](C)CO)C[C@@H]2C)cc1	-0.2
CCCN1C[C@H](C)[C@H](OC)CN(C)C(=O)c2cc(NC(=O)C3CC3)ccc2OC[C@H]1C	1.7
COCC(=O)N(C)C[C@H]1Oc2ncc(C#C[C@@H](C)O)cc2C(=O)N([C@H](C)CO)C[C@H]1C	1.8
C[C@@H]1CN([C@H](C)CO)C(=O)c2cccc(NS(=O)(=O)c3ccccc3)c2O[C@H]1CN(C)S(=O)(=O)c1cccs1	-0.8
C[C@@H]1CCCCO[C@@H](CN(C)C(=O)Cc2ccccc2)[C@@H](C)CN([C@@H](C)CO)C(=O)c2cc(NC(=O)Cc3ccccc3)ccc2O1	-2.0
O=C(CN1CCOCC1)N1CC[C@@H]2[C@@H](CO)Nc3ccc(-c4ccc(F)cc4)cc3[C@@H]21	4.3
O=C(Cc1ccccn1)N[C@@H]1C=C[C@H](CC(=O)N2CCCCC2)O[C@@H]1CO	-0.9
O=C(C[C@@H]1C=C[C@H](NC(=O)c2cccnc2)[C@H](CO)O1)NCc1ccc(Cl)c(Cl)c1	-0.6
C[C@@H]1CN([C@H](C)CO)C(=O)c2cc(NC(=O)C3CC3)ccc2O[C@H]1CN(C)CC1CCCCC1	-2.9
O=C(C[C@@H]1C[C@@H]2c3cc(NC(=O)Nc4ccccc4F)ccc3O[C@@H]2[C@H](CO)O1)NCc1cc(F)ccc1F	-14
C/C=C/c1ccc([C@H]2[C@@H](CO)N(C(=O)CC)[C@H]2CN(C)C(=O)NC(C)C)cc1	-0.1
COc1ccc(CN(C)C[C@H]2Oc3ccc(NC(=O)Cc4cn(C)c5ccccc45)cc3C(=O)N([C@@H](C)CO)C[C@H]2C)cc1	-1.6
C[C@H](CO)N1C[C@H](C)[C@H](CN(C)CC2CCOCC2)Oc2ncc(C#C[C@@H](C)O)cc2C1=O	0.2
CCNC(=O)C[C@H]1CC[C@@H]2[C@H](COC[C@H](O)CN2Cc2ccccc2F)O1	-1.0
CNC[C@@H]1OCCCC[C@@H](C)Oc2ccc(NS(=O)(=O)c3ccc(Cl)cc3)cc2C(=O)N([C@H](C)CO)C[C@@H]1C	0.2
C[C@@H]1CN([C@@H](C)CO)C(=O)c2cccc(NC(=O)c3ccncc3)c2O[C@H]1CN(C)S(=O)(=O)c1cn(C)cn1	-0.7
C[C@H](CO)N1C[C@H](C)[C@@H](CN(C)C(=O)c2cnccn2)Oc2ncc(C#CCC3CCCC3)cc2C1=O	-0.7
COCC(=O)N(C)C[C@@H]1Oc2cc(C#Cc3ccccc3)ccc2S(=O)(=O)N([C@@H](C)CO)C[C@H]1C	0.0
O=C(C[C@@H]1C[C@H]2c3cc(NC(=O)Cc4ccncc4)ccc3O[C@H]2[C@@H](CO)O1)NCc1ccc2c(c1)OCO2	-2.4
C[C@H]1CN([C@@H](C)CO)C(=O)Cc2cc(NC(=O)Nc3ccc4c(c3)OCO4)ccc2O[C@H]1CN(C)S(=O)(=O)c1ccc(F)cc1	0.7
C[C@H]1CN([C@@H](C)CO)C(=O)c2cccc(NS(C)(=O)=O)c2O[C@@H]1CN(C)C(=O)Nc1ccc2c(c1)OCO2	-0.1
CN1C(=O)c2cc(NS(C)(=O)=O)ccc2OC[C@@H]2O[C@@H](CC(=O)N3CCOCC3)CC[C@H]21	0.8
C[C@@H]1CCCCO[C@@H](CN(C)C(=O)CCC(F)(F)F)[C@H](C)CN([C@H](C)CO)C(=O)c2cc(NC(=O)C3CCCCC3)ccc2O1	-0.7
COc1ccc2c3c(n(C)c2c1)[C@H](CO)N(Cc1ccccn1)CC31CN(Cc2ccccn2)C1	-0.9
CCCC#Cc1ccc([C@@H]2[C@@H](CO)N3C(=O)CN(C(=O)c4ccncc4)C[C@H]23)cc1	-0.2
O=C(C[C@H]1C=C[C@@H](NC(=O)c2ccncc2)[C@H](CO)O1)Nc1ccc(-c2ccccc2)cc1	1.0

Some of the entries so far, as labelled records.
O=C(C[C@@H]1C=C[C@H](NC(=O)c2cccnc2)[C@H](CO)O1)NCc1ccc(Cl)c(Cl)c1
  TcdB GH inh: -0.6
C[C@@H]1CN([C@H](C)CO)C(=O)c2cc(NC(=O)C3CC3)ccc2O[C@H]1CN(C)CC1CCCCC1
  TcdB GH inh: -2.9
O=C(C[C@@H]1C[C@@H]2c3cc(NC(=O)Nc4ccccc4F)ccc3O[C@@H]2[C@H](CO)O1)NCc1cc(F)ccc1F
  TcdB GH inh: -14
C/C=C/c1ccc([C@H]2[C@@H](CO)N(C(=O)CC)[C@H]2CN(C)C(=O)NC(C)C)cc1
  TcdB GH inh: -0.1

Next records
smiles	TcdB GH inh
C[C@@H](NC(=O)C[C@H]1CC[C@@H]2[C@H](COC[C@H](O)CN2C(=O)Nc2cccc(Cl)c2)O1)c1ccccc1	0.0
CN1C(=O)c2cc(NC(=O)C3CC3)ccc2OC[C@H]2O[C@@H](CC(=O)NC3CCC3)CC[C@H]21	-12
C/C=C/c1ccc([C@@H]2[C@H](C#N)N(c3nc(CC)cs3)[C@H]2CO)cc1	0.0
CO[C@@H](CN(C)CC1CCOCC1)[C@@H](C)CN(C(=O)Nc1ccc(F)cc1)[C@H](C)CO	-3.3
CCC(=O)Nc1ccc2c(c1)C(=O)N(C)[C@H]1CC[C@@H](CC(=O)N[C@@H](C)c3ccccc3)O[C@H]1CO2	1.3
C[C@@H]1CCCCO[C@H](CN(C)C(=O)Nc2cccc3ccccc23)[C@H](C)CN([C@H](C)CO)C(=O)c2cc(NC(=O)Cc3ccccc3)ccc2O1	0.8
O=C(C[C@@H]1C=C[C@H](NC(=O)C2CCC2)[C@H](CO)O1)NCc1ccncc1	-0.4
CCC(=O)Nc1ccc2c(c1)OC[C@@H](C)N(C(=O)Cc1ccccn1)C[C@@H](C)[C@H](OC)CN(C)C2=O	-2.1
CCCC(=O)N1CCC2(CC1)CN(C(=O)COC)[C@H](CO)c1c2c2ccc(OC)cc2n1C	0.3
C[C@H]1CN([C@@H](C)CO)C(=O)CCCn2cc(nn2)CO[C@H]1CN(C)Cc1ccccc1C(=O)O	-0.3
O=C(NC1CCCC1)[C@@H]1[C@@H](CO)[C@@H]2Cn3c(ccc(-c4ccncc4)c3=O)[C@@H]2N1CC1CC1	-0.1
CN(C)CC(=O)N1CCCCN2[C@H](CO)[C@H](c3ccc(-c4cccnc4)cc3)[C@@H]2C1	-2.1
COc1ccccc1NC(=O)N1CC(=O)N2[C@H](C1)[C@H](c1ccc(-c3ccc(F)cc3)cc1)[C@@H]2CO	2.0
Cc1noc(C)c1NC(=O)N(C)C[C@@H]1Oc2ccc(NC(=O)Cc3cn(C)c4ccccc34)cc2C(=O)N([C@@H](C)CO)C[C@H]1C	0.9
COc1ccc(NC(=O)Nc2cccc3c2O[C@H](CN(C)Cc2ccc(C(=O)Nc4ccccc4N)cc2)[C@H](C)CN([C@H](C)CO)C3=O)cc1	0.8
CO[C@H]1CN(C)C(=O)c2ccc(NC(=O)Nc3cc(F)ccc3F)cc2OC[C@@H](C)N(C(=O)c2ccccn2)C[C@@H]1C	-0.7
CO[C@@H]1CN(C)C(=O)c2cc(NC(=O)NC(C)C)ccc2OC[C@@H](C)N(C(=O)CC2CC2)C[C@@H]1C	-2.4
CC(C)C#Cc1ccc2c(c1)O[C@@H](CN(C)C(=O)C1CC1)[C@@H](C)CN([C@@H](C)CO)S2(=O)=O	0.6
COc1ccc2c3c([nH]c2c1)[C@H](CO)N(C(C)=O)CC31CCN(S(=O)(=O)c2cccs2)CC1	1.9
COc1ccc(S(=O)(=O)Nc2ccc3c(c2)CC(=O)N([C@H](C)CO)C[C@H](C)[C@H](CN(C)Cc2ccncc2)O3)cc1	0.4
O=C(C[C@H]1C[C@@H]2c3cc(NC(=O)NC4CCCC4)ccc3O[C@@H]2[C@H](CO)O1)NCc1cccnc1	-0.7
C[C@@H]1CN([C@@H](C)CO)C(=O)c2cc(NS(=O)(=O)c3ccccc3)ccc2O[C@H]1CN(C)S(C)(=O)=O	-0.4
CO[C@H]1CN(C)C(=O)c2ccc(NS(=O)(=O)c3c(C)noc3C)cc2OC[C@@H](C)NC[C@@H]1C	0.5
COCC(=O)N1C[C@H](C)[C@H](OC)CN(C)C(=O)c2cc(NS(C)(=O)=O)ccc2OC[C@@H]1C	5.7
C[C@@H]1CN([C@@H](C)CO)C(=O)c2cc(-c3cncnc3)cnc2O[C@@H]1CN(C)Cc1ccccc1	1.1
C[C@@H]1CN([C@H](C)CO)C(=O)c2cccc(NC(=O)c3nc4ccccc4s3)c2O[C@@H]1CN(C)S(=O)(=O)c1ccc(Cl)cc1	0.4
C[C@H](CO)N1C[C@H](C)[C@@H](CN(C)C)Oc2ccc(NC(=O)C3CC3)cc2CC1=O	0.5
CC(=O)N(C)C[C@@H]1Oc2cc(/C=C/c3ccccc3)ccc2S(=O)(=O)N([C@H](C)CO)C[C@H]1C	7.1
CN(C)CC(=O)Nc1ccc2c(c1)[C@H]1C[C@H](CC(=O)NCCN3CCCCC3)O[C@@H](CO)[C@H]1O2	0.2
COCC#Cc1ccc([C@@H]2[C@@H](CO)N3C(=O)CN(C(=O)C4CCOCC4)C[C@@H]23)cc1	-0.6

As a working copy, some entries already given:
smiles	TcdB GH inh
CO[C@H]1CN(C)C(=O)c2ccc(NS(=O)(=O)c3c(C)noc3C)cc2OC[C@@H](C)NC[C@@H]1C	0.5
COCC(=O)N1C[C@H](C)[C@H](OC)CN(C)C(=O)c2cc(NS(C)(=O)=O)ccc2OC[C@@H]1C	5.7
C[C@@H]1CN([C@@H](C)CO)C(=O)c2cc(-c3cncnc3)cnc2O[C@@H]1CN(C)Cc1ccccc1	1.1

(continued)
SMILES | TcdB GH inh
O=C(C[C@@H]1CC[C@@H](NC(=O)C2CC2)[C@@H](CO)O1)Nc1ccccc1 | -20
COc1ccc2c3c(n(C)c2c1)[C@H](CO)N(S(C)(=O)=O)CC31CCN(Cc2nccs2)CC1 | -5.9
COc1ccc(S(=O)(=O)Nc2ccc3c(c2)C(=O)N([C@H](C)CO)C[C@@H](C)[C@H](CN(C)S(=O)(=O)c2cn(C)cn2)OCCCC[C@@H](C)O3)cc1 | 1.2
CCCC(=O)Nc1ccc2c(c1)C(=O)N(C)C[C@H](OC)[C@H](C)CN(C(=O)C1CCCC1)[C@H](C)CO2 | -0.1
CCCN(C)C[C@@H]1Oc2cc(C#Cc3ccccc3)ccc2S(=O)(=O)N([C@H](C)CO)C[C@@H]1C | -0.3
CN1C(=O)c2cc(NC(=O)c3cccc(F)c3)ccc2OC[C@H]2O[C@@H](CC(=O)Nc3ccccc3)CC[C@H]21 | -0.3
CCCN(C)C[C@H]1Oc2cc(-c3ccccc3OC)ccc2S(=O)(=O)N([C@H](C)CO)C[C@H]1C | 0.9
C[C@H]1CN([C@@H](C)CO)C(=O)c2cc(-c3cccnc3)cnc2O[C@H]1CN(C)C(=O)Nc1ccccc1 | 1.0
CNC[C@@H]1OCCCC[C@H](C)Oc2ccc(NC(=O)CCC(F)(F)F)cc2C(=O)N([C@H](C)CO)C[C@H]1C | 1.0
CN(C)CC#Cc1ccc([C@@H]2[C@@H](CO)N3CCCCN(C(=O)c4ccc5c(c4)OCO5)C[C@@H]23)cc1 | 0.2
COc1cccc(-c2ccc3c(c2)[C@H]2[C@H](CCN2C(=O)c2ccc4c(c2)OCO4)[C@H](CO)N3C)c1 | -6.0
C[C@@H]1CN([C@H](C)CO)C(=O)c2cc(/C=C/c3ccccc3)cnc2O[C@@H]1CN(C)S(=O)(=O)c1ccc(F)cc1 | -0.2
COc1ccccc1CNC(=O)C[C@@H]1CC[C@H]2[C@@H](COC[C@H](O)CN2C(=O)Nc2ccc(Cl)cc2)O1 | 2.3
CCCN1[C@@H]2Cn3c(ccc(-c4ccc(F)cc4)c3=O)[C@H]1[C@@H](C(=O)NCC)[C@@H]2CO | -0.2
CCCC(=O)N1CC2(C1)CN(C(C)=O)[C@H](CO)c1c2c2ccc(OC)cc2n1C | -1.3
COc1ccc(NC(=O)N2CC[C@@H]3[C@@H](CO)N(C)c4ccc(-c5cccc(C(=O)N(C)C)c5)cc4[C@@H]32)cc1 | 1.8
COc1ccc2c3c(n(C)c2c1)[C@H](CO)NCC31CN(CC2CCOCC2)C1 | 1.4
CC(C)NC(=O)Nc1ccc2c(c1)C(=O)N([C@@H](C)CO)C[C@H](C)[C@@H](CN(C)C(=O)Nc1ccc(F)cc1)OCCCC[C@@H](C)O2 | -0.1
C[C@@H]1CCCCO[C@@H](CN(C)C(=O)C2CCCCC2)[C@@H](C)CN([C@H](C)CO)C(=O)c2cc(NC(=O)CCC(F)(F)F)ccc2O1 | -0.1
C[C@@H](NC(=O)[C@H]1[C@H](CO)[C@H]2Cn3c(ccc(-c4cccc(F)c4)c3=O)[C@H]2N1C)c1ccccc1 | -0.6
CN(C)CC(=O)Nc1ccc2c(c1)[C@@H]1C[C@H](CC(=O)N(C)C)O[C@H](CO)[C@@H]1O2 | 0.5
C[C@@H]1CN([C@@H](C)CO)S(=O)(=O)c2ccc(C3=CCCCC3)cc2O[C@H]1CN(C)C(=O)C1CCOCC1 | 1.3
C[C@@H]1CN([C@@H](C)CO)C(=O)c2cc(NC(=O)c3ccccc3)ccc2O[C@@H](C)CCCCO[C@@H]1CN(C)S(=O)(=O)c1ccc(Cl)cc1 | -0.1

Screening data as filed in PubChem.
